# FXIa inh 1536: human FXIa protease inhibitors, primary screen, biochemical, 1536-well; Coagulation factor XI (Homo sapiens), P03951; purified FXIa, Boc-Glu-Ala-Arg-AMC fluorogenic substrate; inhibition, % at 5 µM; 220,000 tested, 0.14% active; AID 798, 2007;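 active = inhibition of at least 40%; inactive = inhibition below 40%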;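 also: fluorescence of freed AMC excited at 355 nm; 0% = enzyme without compound and 100% = no enzyme blank; many of its hits are not listed in these tables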
# Target sequence (P03951 19-387 limits assumed): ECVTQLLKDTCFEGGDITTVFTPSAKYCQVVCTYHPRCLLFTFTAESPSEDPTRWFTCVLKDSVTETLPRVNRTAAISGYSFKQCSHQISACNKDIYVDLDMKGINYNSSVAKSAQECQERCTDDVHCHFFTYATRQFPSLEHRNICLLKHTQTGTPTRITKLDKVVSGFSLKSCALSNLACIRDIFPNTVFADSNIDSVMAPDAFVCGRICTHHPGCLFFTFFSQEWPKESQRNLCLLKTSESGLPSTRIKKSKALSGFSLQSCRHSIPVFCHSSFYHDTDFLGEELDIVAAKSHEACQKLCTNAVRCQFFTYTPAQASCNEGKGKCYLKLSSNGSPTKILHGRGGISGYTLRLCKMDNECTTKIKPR
# Target sequence (P03951 388-625 limits assumed): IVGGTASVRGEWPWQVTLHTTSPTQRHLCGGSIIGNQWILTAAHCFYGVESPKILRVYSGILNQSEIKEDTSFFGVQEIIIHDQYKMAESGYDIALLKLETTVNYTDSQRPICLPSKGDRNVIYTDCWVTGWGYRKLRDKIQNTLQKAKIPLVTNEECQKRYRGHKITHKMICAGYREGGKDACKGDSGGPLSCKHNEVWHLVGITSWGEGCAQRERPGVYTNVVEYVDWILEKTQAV
# Wee1 stabilizer: Wee1 degradation inhibitors, primary screen, cell-based, HeLa, Wee1K328M-luciferase, luminescence | Wee1-like protein kinase (Homo sapiens), P30291 | HeLa Luc-Wee1K328M stability; 100% = proteasome inhibitor MG132 effect | reporter increase, % at 5 µM | 220,000 tested, 1.2% active;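 active = activation above the mean of all tested compounds plus 3 SD, set per screening run, cut at about 8.8% in these data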;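 also: cells exposed to compound for 20 h before luminescence read; 0% = DMSO alone and 100% = MG132 at 30 µM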
# 14-3-3 Bad inh: inhibitors of 14-3-3 zeta/Bad binding, primary screen, biochemical, TR-FRET, bovine 14-3-3 zeta; 220,000 tested, 0.71% active; TR-FRET 14-3-3zeta/Dy647-pBad peptide displacement, 1 h; inhibition, % at 21.7 µM; AID 781, 2007;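 active = inhibition above about 70%, limit read from the data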;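 also: 0% = full 14-3-3 plus peptide FRET controls and 100% = background without 14-3-3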
# FXIIa inh: human FXIIa protease inhibitors, primary screen, biochemical, 1536-well; 220,000 tested, 0.3% active; purified FXIIa, Boc-QGR-AMC fluorogenic substrate, 2 h; inhibition, % at 5 µM; Coagulation factor XII (Homo sapiens), P00748; in the data active = inhibition above about 40%;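 also: 0% = enzyme with no compound and 100% = blank without enzyme; many of its hits are not listed in these tables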
# Mdm2 ligase inh: MDM2-luciferase reporter signal enhancers, primary screen, MDM2 E3 ligase inhibitor project, cell-based, luminescence, 1536-well | cell-based MDM2 ubiquitination luciferase reporter, 2 h; 0 = plate control, 100 = twice control, blank-subtracted | signal enhancement, % at 5 µM | E3 ubiquitin-protein ligase Mdm2 (Homo sapiens), Q00987 | 210,000 tested, 0.11% active | AID 1230, 2008;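 active = signal enhancement of 30% or more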;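 also: luminescence tracks abundance of the self-degrading MDM2-luciferase fusion protein; higher signal means inhibition of MDM2 E3 ligase activity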
#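 Assay system: stable mammalian line carrying autodegrading MDM2–luciferase fusion reporter; Input: 2000 cells in each well; Compound dosing: single-point 5 µM; Schedule: 2 h compound exposure at 37 °C; Signal: SteadyLite luciferase luminescence after 15 min room-temperature reagent incubation; Evaluation: % luminescence enhancement versus blank-corrected plate control mean; Benchmarks: plate controls and plate blanks.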
# hK5 inh: human KLK5 protease inhibitors, primary screen, biochemical, 1536-well. recombinant hK5, fluorogenic AMC substrate cleavage. inhibition, % at 5 µM. 210,000 tested, 0.59% active. Kallikrein-5 (Homo sapiens), Q9Y337;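 active = inhibition of 40% or more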;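 also: 0% = enzyme controls without compound and 100% = no-enzyme blanks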
# Target sequence (Q9Y337 67-293 limits assumed): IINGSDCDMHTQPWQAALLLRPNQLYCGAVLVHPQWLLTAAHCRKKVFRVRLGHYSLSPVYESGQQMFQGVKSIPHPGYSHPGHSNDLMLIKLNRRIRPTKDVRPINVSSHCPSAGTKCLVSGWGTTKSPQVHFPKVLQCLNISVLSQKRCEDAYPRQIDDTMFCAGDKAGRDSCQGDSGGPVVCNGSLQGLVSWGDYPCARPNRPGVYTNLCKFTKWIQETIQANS
# p97 inhibitor: inhibitors of human p97 ATPase, primary screen, biochemical | Transitional endoplasmic reticulum ATPase (Homo sapiens), P55072 | inhibition, % at 8 µM | recombinant p97 ATPase, Kinase-Glo ATP luminescence, 3 h | 220,000 tested, 0.42% active; in the data active = inhibition above about 15%;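 also: 0% = DMSO vehicle and 100% = wells lacking enzyme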
# Rad51 HR inh: human RAD51 strand exchange inhibitors, primary screen, biochemical, fluorescence; hRad51 DNA strand exchange, fluorescence dequenching; inhibition, % at 10 µM; 200,000 tested, 0.085% active; AID 1385, 2008;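 active = inhibition above 40% at the single screening dose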;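 also: 0% = DMSO control wells and 100% = blanks with heterologous ssDNA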
#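 Material: hRad51 filaments on single-stranded DNA; Reagent: Donor/quencher-labelled 47-bp dsDNA substrate; Compound: 10 µM final, single point; Schedule: 37 °C 15-min filament assembly, 30-min compound preincubation, 15-min exchange; Technique: FRET fluorescence, excitation 485 nm, emission 520 nm; Benchmarks: control wells and blank wells on each plate.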
# eIF4E 4G PPI: eIF4E–eIF4G protein interaction inhibitors, primary screen, biochemical, uHTS, TR-FRET, eIF4GI fragment; Eukaryotic translation initiation factor 4E (Mus musculus) + Eukaryotic translation …; TR-FRET eIF4E-eIF4GI(517-606) binding, 2 h; inhibition, % at 21.7 µM; 220,000 tested, 0.37% active; AID 782, 2007;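 active = inhibition above about 30%, limit read from the data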;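 also: 0% = full FRET control wells and 100% = background wells lacking eIF4GI fragment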
# Starred values were filed as active, the others as inactive; x = no result given; [ ] = dose if it differs, or a comment. Outcome played no part in choosing rows, and some 3.5% of all compounds hit somewhere here.
FXIa inh 1536,Wee1 stabilizer,14-3-3 Bad inh,FXIIa inh,Molecule,Mdm2 ligase inh,hK5 inh,p97 inhibitor,Rad51 HR inh,eIF4E 4G PPI
-1,1,6,1,CCCCOc1ccc(NC(=O)[C@@H]2CCCN2C(=O)C2CCN(S(=O)(=O)c3ccc(C)cc3)CC2)cc1,-6,-10,-3,x,0
-6,-2,-10,4,O=C(NCc1ccncc1)C(=O)Nc1ccc2c(c1)OCO2,-10,-6,2,-12,1
4,2,9,-7,Cc1ccc(S(=O)(=O)Nc2ccc(-c3nc4cc(NS(=O)(=O)c5ccc(C)cc5)ccc4o3)cc2)cc1,-3,-65,5,-2,1
-1,0,-10,8,OCCC1CN(Cc2nc3ccccc3s2)CCN1C1CCCC1 (stereo not drawn),10,1,8,3,-2
-2,0,-21,5,COc1cccc(CN(C)CC(=O)Nc2ccccc2C(=O)Nc2ccccc2)c1OC,-14,-14,-3,2,-2
0,-2,6,0,CN(CC(=O)Nc1ccc(Cl)cc1)C(=O)c1cccc(S(=O)(=O)N(C)C)c1,-8,-10,-6,-1,8[fluorescence artefact?]
5,-1,16[fluorescence artefact?],12,O=C(COC(=O)C1=COCCO1)Nc1ccc2c(c1)OCO2,-10,1,0,-2,1
5,-1,-8,5,CCN(CC)S(=O)(=O)c1ccc2c(c1)[nH]c(=S)n2CC,-3,-1,5,2,1
-1,3,-1,-1,O=c1nc(SCc2ccc(Cl)cc2)nc(-c2ccccc2)[nH]1,3,-12,1,6,3
10,1,-3[fluorescence artefact?],3,Cc1nnc(NC(=O)CC(NC(=O)C(F)(F)F)c2ccccc2)s1 (stereo not drawn),-13,-4,5,3,-1[fluorescence artefact?]
6,-3,-6[fluorescence artefact?],15,CCCCOC(=O)Nc1sc2c(c1C(=O)OC)CCC2,-1,-8,-4,-10,2
-4,-2,-2,4,CCNC(=S)N(CCc1c(C)[nH]c2ccc(C)cc12)Cc1cc(OC)c(OC)c(OC)c1,x,-2,0,x,-3[fluorescence artefact?]
6,0,-12,2,Cc1nn(C)c(N)c1-c1ccccc1,1,-4,4,1,-5
7,2,-10,2,O=C(OC1CSc2nc3ccccc3n2C1)c1ccco1 (stereo not drawn),-8,-24,5,5,2
5,-1,7,15,CCN(Cc1ccccc1)S(=O)(=O)c1ccc(S(=O)(=O)N2CCN(CCC#N)CC2)cc1,-12,0,0,-3,3
6,1,2,17,COc1ccccc1NC(=O)Nc1ccc2c(c1)OCCO2,-2,-5,-14,-10,-1
-2,0,0,4,Cc1ccc(-c2n[nH]c(=O)c3ccccc23)cc1S(=O)(=O)NCCN1CCOCC1,12,-9,6,-4,1
-8,-1,-10,-3,COc1ccc(CNC(=O)COC(=O)CCc2c[nH]c3ccccc23)cc1,-18,-7,1,-4,3
-2,-1,-11[fluorescence artefact?],5,c1ccc(-n2ncc3c(NCC4CCCO4)ncnc32)cc1 (stereo not drawn),-7,-18,5,5,-8[fluorescence artefact?]
0,-1,-3,1,CSCCC(NC(=O)C12CC3CC(CC(C3)C1)C2)C(=O)OCC(=O)c1ccc(C)cc1 (stereo not drawn),10,-10,4,4,11

# The list goes on (2 carried over from the part before).
FXIa inh 1536,Wee1 stabilizer,14-3-3 Bad inh,FXIIa inh,Molecule,Mdm2 ligase inh,hK5 inh,p97 inhibitor,Rad51 HR inh,eIF4E 4G PPI
-2,-1,-11[fluorescence artefact?],5,c1ccc(-n2ncc3c(NCC4CCCO4)ncnc32)cc1 (stereo not drawn),-7,-18,5,5,-8[fluorescence artefact?]
0,-1,-3,1,CSCCC(NC(=O)C12CC3CC(CC(C3)C1)C2)C(=O)OCC(=O)c1ccc(C)cc1 (stereo not drawn),10,-10,4,4,11
-2,-3,-13,6,COc1ccc(/C=C/C(=O)OCC(=O)Nc2ccc(S(N)(=O)=O)cc2)cc1OC,3,-2,2,-6,3
1,7,-16[fluorescence artefact?],14,CC(=O)Nc1cc(NC(C)=O)c(CC(C)C)s1,-14,-20,0,-4,-3
-3,1,-11,5,Cc1cccc(N2CCN(c3ccc(C(N)=O)cc3[N+](=O)[O-])CC2)c1C,-5,-11,2,19,-3
8,-2,12,14,O=C(CN1C(=O)c2ccccc2C1=O)Nc1nc(-c2cccc([N+](=O)[O-])c2)cs1,-2,3,8,x,-24
19,0,-8[fluorescence artefact?],10,CCOC(=O)Nc1sc(C)nc1-c1ccccc1,-4,196*,-5,3,-7
12,4,-2,18,COc1ccc(NC(=O)CCOc2ccccc2)cc1,-3,5,2,0,-5
3,0,9,7,Cc1[nH]c2ccccc2c1/C=N/NC(=O)c1cc(-c2ccccc2)n[nH]1,-8,3,21*,-14,4
-16,0,14,-23,COc1ccc(Cn2c(C)c(C)c(C#N)c2NC(=O)Nc2cccc(C)c2)cc1,-21,-5,1,-6,0
-2,-2,6,3,Cc1ccccc1OCC(=O)NN1CCN(C)CC1,-9,-3,3,-1,-5
-2,0,-4,6,COc1cc(C)nc(Oc2ccc(OCCOc3ccccc3)nn2)n1,-6,3,2,-5,-2
-4,4,-6,3,COC(=O)c1ccc(/C=N\NC(=O)CC(=O)NCCc2ccccc2)cc1,4,-2,4,2,1
-8,2,4,-2,Cc1ccccc1-n1c(-c2csc(C)c2C)n[nH]c1=S,-24,-7,-9,8,-30[fluorescence artefact?]
3,-2,-8,7,COc1cc(OC)c(N(C)S(=O)(=O)c2cccc(C(=O)NC3=NCCS3)c2)cc1Cl,-5,1,4,x,-7
11,-1,-3,11,Cc1cc(Cl)ccc1OCCCC(=O)N/N=C/c1cccc([N+](=O)[O-])c1,x,-21,3,x,-1
1,-2,-6,11,COc1cnc(SCCC(F)=C(F)F)[nH]c1=O,14,3,2,9,4
-4,5,9,3,N#CC1=C(N)Oc2n[nH]c(-c3cccs3)c2C1C1CCCCC1 (stereo not drawn),-9,11,-2,-10,2
14,0,7,19,O=C1[C@@H]2C(c3cccnc3)=NO[C@@H]2C(=O)N1c1ccc2ccccc2c1,-38,-2,11,-26,2
23,-3,4[fluorescence artefact?],25,COc1ccc(S(=O)(=O)N(C)CC(=O)N2CCOCC2)cc1Cl,-10,-17,-2,2,-6
10,-1,-1[fluorescence artefact?],7,CC(=O)c1c(C)oc2ccc(N(C(=O)C3CCCCC3)S(=O)(=O)c3cc([N+](=O)[O-])ccc3C)cc12,-6,2,6,-7,5
-2,-2,-2,1,CC1Oc2ccccc2N(CC(=O)c2ccccc2)C1=O (stereo not drawn),-23,12,4,-7,1
5,5,10,8,COCc1cc(C(C)=O)ccc1OC,-5,-11,3,0,-2[fluorescence artefact?]
3,2,18,6,N#C/C(=C(/O)c1ccc([N+](=O)[O-])s1)c1nc2ccccc2[nH]1,-13,-8,-4,10,0
0,1,2[fluorescence artefact?],16,Cc1cc(C)n2nc(SCc3nc4ccccc4[nH]3)nc2n1,-7,-7,3,-6,-1[fluorescence artefact?]
-2,-1,82*,4,COc1cc(CO)c(Br)cc1OCC(N)=O,1,-13,0,1,1
-1,-2,-6,-1,COc1cc(/C=N/n2c(-c3cc(C)[nH]n3)n[nH]c2=S)cc(OC)c1O,-4,14,0,4,-1
9,2,-4,9,CCOC(=O)NNc1cc(C(F)(F)F)ccn1,-21,0,6,11,-3
0,4,31,9,Clc1cccc(CSC2=NCCCN2)c1,1,-10,3,-8,-4
-2,2,12[fluorescence artefact?],7,CC(C)CC[n+]1ccn(C2=C([O-])c3ccccc3C(=O)/C2=N\S(=O)(=O)c2ccccc2)c1,-26,-1,2,1,0[fluorescence artefact?]
2,-1,-5,13,O=C1ON=C(c2ccc(Cl)cc2)/C1=C/c1ccc(O)cc1,-7,6,7,-10,4
4,-2,-12,19,CCCSc1nc(=O)n2cccc(C)c2n1,-2,-7,-1,0,0
8,-2,16[fluorescence artefact?],11,O=C1/C(=C/c2ccccc2)Oc2cc(OC(=O)N3CCOCC3)ccc21,-9,-12,3,-7,-4
0,-3,13,8,COc1ccc(N2CCN(C(=O)c3ccc(C)c(Cl)c3)CC2)cc1,-8,-8,-1,-2,6
3,8.8*,-6,16,COc1ccc(Nc2ncc(C(=O)N3CCN(c4ccccc4OC)CC3)c3ccccc23)cc1,-4,-12,-7,-3,8
6,3,-7[fluorescence artefact?],12,O=C(/C=C/c1ccccc1)N1CCN(c2ccc([N+](=O)[O-])c(N3CCOCC3)c2)CC1,7,1,-1,2,-19

# Single values from the list.
# Wee1 stabilizer with COc1cc(/C=N/n2c(-c3cc(C)[nH]n3)n[nH]c2=S)cc(OC)c1O reads -2
# eIF4E 4G PPI with O=C1ON=C(c2ccc(Cl)cc2)/C1=C/c1ccc(O)cc1 reads 4

# Results in p97 inhibitor and FXIIa inh, for 4 of the compounds above:
SMILES	p97 inhibitor	FXIIa inh
O=C(OC1CSc2nc3ccccc3n2C1)c1ccco1 (stereo not drawn)	5	2
CCN(Cc1ccccc1)S(=O)(=O)c1ccc(S(=O)(=O)N2CCN(CCC#N)CC2)cc1	0	15
COc1ccccc1NC(=O)Nc1ccc2c(c1)OCCO2	-14	17
Cc1ccc(-c2n[nH]c(=O)c3ccccc23)cc1S(=O)(=O)NCCN1CCOCC1	6	4

# Screening results as filed in PubChem.
